ELG1 genotoxic: genotoxicity induction in ELG1-luciferase HEK293T cells. AID 504466. HEK293T ELG1-luciferase reporter, luminescence, 16 h. Potency, µM (titrated, usually from 46 µM), for inactives: top-dose activity change, positive = activation, most hits filed as activators. 330,000 tested, 1.3% active; further: % of control where 0% means no effect; nearly all actives have a fitted effect of over 60% in size
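Genotoxicity was scored as increased ELG1-luciferase reporter signal, measured by ONE-Glo luminescence (30 min, room temperature). Compound or vehicle exposure of the HEK293T reporter cells lasted 16 hr at 37°C.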
uPA surface inh: cell surface uPA generation inhibition; cell surface uPA generation assay, qHTS; Potency, µM (titrated, usually from 38.3 µM), inactives show at the top dose activity change, negative = inhibition, hits mostly inhibitors; 330,000 tested, 0.31% active; AID 540303; active means well fitted inhibition curve with a large enough effect; inconclusive means small, poorly fitted or top-dose-only effect; inactive means no such curve, though single readings can be large or run the other way; tested in mouse RAW 264.7 cells; further: on the % scale 0 is the no-effect control and ±100 the full control effect; nearly all actives have a fitted effect of over 55% in size
p53 reactivation: restores transcriptional activity of mutant p53. H1299 p53-A138V BP100-luciferase reporter, luminescence, 24 h. Potency, µM (top dose mostly 92.2 µM), for the others: at the highest dose activity change, positive = activation, hits mostly activators. 320,000 tested, 0.063% active. AID 504706; further: % of control where 0% means no effect; nearly all actives have a fitted effect of over 45% in size
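H1299 (p53-null), stable ts p53-A138V + BP100-Luc; 1000 cells/well, Opti-MEM/10% FBS; cpd 4 pt, 1:5; 24 h, 37 deg C, 5% CO2; detection reagent 10 min RT; luminescence.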
MBNL1-CUG inh: MBNL1-poly(CUG) RNA binding inhibition. Potency, µM (top dose mostly 57.5 µM), for the others: at the top dose activity change, negative = inhibition, hits mostly inhibitors. TR-FRET MBNL1-His/biotin-(CUG)12 binding, 665/545 ratio. 280,000 tested, 0.036% active. AID 2675. Q9NR56; active means well fitted inhibition curve with a large enough effect in the signal ratio, with a control signal flat, not every such curve was filed as active; inconclusive means small, poorly fitted or top-dose-only effect, or effect the other way, or a change in a side signal; inactive means no such curve, though single readings can be large or run the other way; the % refers to the signal ratio; further: on the % scale 0 is the no-effect control and ±100 the full control effect
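Ratiometric TR-FRET (665 over 545 nm, excitation 340 nm) tracks disruption of MBNL1-His/biotin-(CUG)12 complex after 60 min at room temperature, with compounds at 92 nM to 58 uM final.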
BRCA1 expr up: BRCA1 expression activation. AID 624202. Potency, µM (series often up to 46.1 µM), for inactives: at the highest dose activation, most hits filed as activators. 380,000 tested, 1.1% active. MCF7-BRCA1-FFLuc reporter, luminescence, 48 h; response scale: scaled: vehicle 0%, 10 µM genistein 100%; further: nearly all actives have a fitted effect of over 80% in size; some results filed as inactive show a strong effect at the top dose
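Reporter cells (MCF7, BRCA1 promoter-firefly luciferase) received library compounds across a concentration series for 48 h. End-point luminescence was measured and concentration-effect curves derived after normalization.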
NPC1 promoter act: NPC1 promoter activation | Huh7 NPC1 promoter luciferase reporter, 24 h | Potency, µM (doses to about 9.22 µM), inactives show at the highest dose activation, actives largely listed as activators | 320,000 tested, 2.4% active | AID 485313;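 further: % of control where 0% means no effect; nearly all actives have a fitted effect of over 60% in size; reporter is driven by a mutant NPC1 promoter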
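Cells: Huh7 expressing luciferase under the NPC1 promoter, 1500/well. Seeded 2 h, compound added, incubated 24 h at 37 °C. Luciferase reagent, 10 min ambient, then luminescence.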
FLuc counter: firefly luciferase modulation, counter-screen for miR-21 project; P08659; purified FLuc, Km substrates, luminescence inhibition; Potency, µM (titrated, usually from 57.5 µM), without a hit: at the top dose activity change, negative = inhibition, usual class: inhibitors; 360,000 tested, 6.9% active;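 further: plate controls were vehicle for no effect and reference inhibitor for full effect; nearly all actives have a fitted effect of over 55% in size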
Target sequence (P08659 whole entry, looked up): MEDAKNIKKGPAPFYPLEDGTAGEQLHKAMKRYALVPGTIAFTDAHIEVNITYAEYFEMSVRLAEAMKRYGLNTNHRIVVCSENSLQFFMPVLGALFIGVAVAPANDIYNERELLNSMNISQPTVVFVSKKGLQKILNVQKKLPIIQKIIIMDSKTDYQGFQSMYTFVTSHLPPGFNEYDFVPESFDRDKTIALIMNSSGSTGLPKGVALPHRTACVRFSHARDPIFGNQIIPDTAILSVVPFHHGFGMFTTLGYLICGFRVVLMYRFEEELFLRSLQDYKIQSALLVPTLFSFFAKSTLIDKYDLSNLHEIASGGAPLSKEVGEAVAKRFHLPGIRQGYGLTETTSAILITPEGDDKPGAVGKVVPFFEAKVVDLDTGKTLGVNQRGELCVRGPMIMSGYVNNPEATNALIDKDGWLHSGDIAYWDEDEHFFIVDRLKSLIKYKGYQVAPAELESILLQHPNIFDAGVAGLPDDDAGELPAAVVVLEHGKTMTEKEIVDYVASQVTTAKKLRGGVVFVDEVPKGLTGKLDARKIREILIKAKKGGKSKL
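Biochemical qHTS of compounds, final roughly 60 µM downward over six points, against 10 nM purified firefly luciferase using Km concentrations of substrates (10 uM D-luciferin, 10 uM ATP) in Tris acetate pH 7.5 buffer; luminescence output.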
VP16 counter: counter-screen for ROR gamma inhibitors: Gal4-VP16 reporter | 310,000 tested, 3.5% active | AID 2546 | Potency, µM (highest dose often 53.6 µM), without a hit: at the highest dose activity, negative = inhibition, most hits filed as inhibitors | Drosophila S2 Gal4-VP16 UAS-luciferase, luminescence, 20 h;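 further: Gal4-VP16 expression switched on by copper sulfate through the metallothionein promoter; on the % scale 0 is the no-effect control and ±100 the full control effect; nearly all actives have a fitted effect of over 50% in size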
RORgamma inh: ROR gamma (mouse) transcription inhibition; Drosophila S2 Gal4-RORgamma UAS-luciferase reporter, 20 h; P51450; Potency, µM (doses to about 53.6 µM), inactives show top-dose activity change, negative = inhibition, usual class: inhibitors; 310,000 tested, 5.4% active; further: on the % scale 0 is the no-effect control and ±100 the full control effect; nearly all actives have a fitted effect of over 60% in size
Target sequence (P51450 whole entry, looked up, the tested form may be a part): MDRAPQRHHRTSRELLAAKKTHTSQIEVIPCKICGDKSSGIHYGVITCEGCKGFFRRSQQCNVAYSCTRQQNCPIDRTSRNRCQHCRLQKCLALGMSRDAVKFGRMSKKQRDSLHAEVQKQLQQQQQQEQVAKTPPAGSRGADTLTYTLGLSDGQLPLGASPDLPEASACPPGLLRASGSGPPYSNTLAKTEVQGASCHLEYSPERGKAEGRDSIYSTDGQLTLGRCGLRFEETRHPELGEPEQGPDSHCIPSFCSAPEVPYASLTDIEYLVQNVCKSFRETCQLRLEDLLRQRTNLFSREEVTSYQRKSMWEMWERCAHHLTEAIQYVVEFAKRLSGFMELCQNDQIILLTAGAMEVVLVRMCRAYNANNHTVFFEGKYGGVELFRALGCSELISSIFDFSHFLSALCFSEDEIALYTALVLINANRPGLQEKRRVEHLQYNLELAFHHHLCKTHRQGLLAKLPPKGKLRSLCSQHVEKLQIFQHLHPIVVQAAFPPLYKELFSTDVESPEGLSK
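Stably transfected Drosophila Schneider cells are the test system, with ROR gamma fused to Gal4 and luciferase under UAS control; luminescence is read after 20 hr of 700 uM copper sulfate induction at ambient temperature.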
Rab9 prom act: activates the Rab9 promoter; Huh7 Rab9 promoter-luciferase reporter, luminescence, 24 h; Potency, µM (series often up to 9.22 µM), for inactives: at the top dose activation, negative = inhibition, most hits filed as activators; 320,000 tested, 2.8% active; AID 485297; further: % of control where 0% means no effect; nearly all actives have a fitted effect of over 60% in size
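Steps: seed 1500 Huh7 Rab9-luc cells per well, rest 2 h at 37 °C; add compound in DMSO; incubate 24 h; add luciferase reagent, 10 min ambient; read luminescence.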
An asterisk follows results filed as active; u = inconclusive; x = no result given; & = joins results of further samples; [ ] = remark or other dose. Unless noted, the call rests on the fitted dose curve; in most records, active means well fitted curve in the direction sought with a large enough effect; inconclusive means small, poorly fitted or top-dose-only effect, or another doubt; inactive means no such curve, though single readings can be large; an effect the other way counts as inactive or inconclusive. Potency means the concentration at half of the fitted maximal effect.

(1) NCCN1CCN(S(=O)(=O)c2ccc([N+](=O)[O-])cc2)C=C1c1ccc(Cl)cc1
(2) COc1cc2c(cc1OC)CN(C(=O)c1cc(C3CC3)nn1-c1ccccc1)CC2
(3) Cc1ccc(S(=O)(=O)N2CCC(=O)N(C(COCc3cccc(Cl)c3)Cc3ccccc3)CC2)cc1 (stereo not given)
(4) C=CCn1c(CCNC(=O)c2cccs2)nnc1SCC(=O)Nc1cccc(C(C)=O)c1
(5) Cn1nc(-c2ccc(OCC(=O)Nc3ccccc3)cc2)c2ccccc2c1=O
(6) COc1ccc(NC(=O)CN2CCN(Cc3ccccc3)CC2)cc1

entry no.	1	2	3	4	5	6
ELG1 genotoxic	0%	-1%	-1%	1%	-2%	2%
uPA surface inh	-15%	18%	-17%	-4%	-6%	2%
p53 reactivation	2%	-13%	4%	-3%	-6%	x
MBNL1-CUG inh	x	x	3%	-12%	1%	-4%
BRCA1 expr up	0%	-20%	-13%	-12%	-5%[1.84 µM]	1%
NPC1 promoter act	1%	3%	-2%	-7%	-6%	0%
FLuc counter	-2%	6%	6%	3%	1%&4%	0%
VP16 counter	x	x	4%	0%	-2%	-1%
RORgamma inh	x	x	33%	24%	18%	-14%
Rab9 prom act	-5%	0%	-3%	-12%	-1%	-1%

(7) C/C(=N\Nc1cccc([N+](=O)[O-])c1)c1cc2ccccc2o1
(8) O=C(N/N=C/c1ccccc1O)C1CCCC1
(9) COc1ccc2oc(C(=O)N3CCN(S(=O)(=O)c4cccc([N+](=O)[O-])c4)CC3)c(C)c2c1
(10) Cc1cccc(N2CN(S(=O)(=O)c3cccc([N+](=O)[O-])c3)c3nc4ccccc4nc32)c1
(11) Cn1cc(CN2CCN(Cc3ccccc3)C(CCO)C2)c(-c2ccccc2)n1 (stereo not given)
(12) CCOC(=O)N1CCC(N2C(=O)c3ccccc3C2Nc2ccc(Cl)cn2)CC1 (stereo not given)

entry no.	7	8	9	10	11	12
ELG1 genotoxic	u	u	-14%	-1%	0%	-1%
uPA surface inh	4%	-3%	-1%	0%	-11%	-2%
p53 reactivation	4%	-3%	10%	4%	0%	-2%
MBNL1-CUG inh	x	7%	u	x	-10%	-10%
BRCA1 expr up	10%	-23%	1%	-9%	-4%	0%
NPC1 promoter act	27%	0%	-1%	x	-3%	0%
FLuc counter	-15%	u	2%	x	3%	2%
VP16 counter	29%	0.56µM*	6%	x	-5%	-3%
RORgamma inh	u	0.16µM*	18%	x	0%	u
Rab9 prom act	u	-7%	-2%	x	-5%	-5%

(13) C=CCNC(=O)N1CCC(c2nc3ccccc3s2)CC1
(14) CC1CN(C(=O)CS(=O)(=O)Cc2ccc(Cl)cc2)CC(C)O1 (stereo not given)
(15) CCOC(=O)N1CCN(S(=O)(=O)c2ccc(C(=O)Nc3sc4c(c3C#N)CC(C)(C)NC4(C)C)cc2)CC1
(16) CCOC(=O)N1CCN(c2c(NCC3CCN(Cc4cccc(C)c4)CC3)c(=O)c2=O)CC1
(17) Cn1c(=O)n(Cc2ccc(F)cc2)c(=O)c2c1nc1n2CCCN1C1CCCCC1
(18) COC(=O)c1ccc(NC(=O)CCN2CCN(c3ccccc3)CC2)cc1

entry no.	13	14	15	16	17	18
ELG1 genotoxic	-1%	0%	1%	-4%	-35%[inhibitor]	-2%
uPA surface inh	-2%	2%	-6%	4%	2%	10%
p53 reactivation	-2%	4%	22%	-4%	0%	-1%
MBNL1-CUG inh	-4%	-7%	18%	-3%	13%	-8%
BRCA1 expr up	3%	2%	6%	-9%	-48%	-2%
NPC1 promoter act	1%	3%	-4%	1%	-2%	2%
FLuc counter	-2%	-2%	1%	0%	4%	-1%
VP16 counter	-13%	-11%	-2%	1%	-10%	-1%
RORgamma inh	5%	12%	-12%	26%	36%	7%
Rab9 prom act	-2%	5%	0%	1%	1%	0%

(19) Nc1ncc(-n2cncn2)c(-c2ccc(Cl)cc2)n1
(20) O=C(c1ccccc1)C1CCN(C(=O)c2cccs2)CC1
(21) COc1ccc(N2C(=O)C3CC=C(Cl)CC3C2=O)cc1 (stereo not given)
(22) CCN(CC1CCCO1)C(=O)CCc1nnc(Cc2ccc3c(c2)OCO3)o1 (stereo not given)
(23) O=C(Nc1ccc(C(=O)O)cc1)/C(=C\c1ccccc1)NC(=O)c1ccccc1
(24) CCc1nc(SCC(=O)Nc2cc(OC)ccc2OC)c2c(C)c(C)sc2n1

entry no.	19	20	21	22	23	24
ELG1 genotoxic	4%	-1%	3%	1%	-4%	-6%
uPA surface inh	-6%	5%	3%	-3%	-13%	0%
p53 reactivation	-4%	-1%	-1%	6%	x	-7%
MBNL1-CUG inh	-8%	-11%	10%	11%	4%	0%
BRCA1 expr up	-7%	-3%	0%	3%	3%	-30%
NPC1 promoter act	-1%	1%	6%	-2%	-2%	-5%
FLuc counter	0%	-1%	0%	-3%	u	-2%
VP16 counter	0%	5%	-3%	5%	x	0%
RORgamma inh	3%	-38%	13%	13%	x	-29%
Rab9 prom act	-4%	2%	0%	2%	5%	-1%

From entry 22 up to 24, copied from above:
(22) CCN(CC1CCCO1)C(=O)CCc1nnc(Cc2ccc3c(c2)OCO3)o1 (stereo not given)
(23) O=C(Nc1ccc(C(=O)O)cc1)/C(=C\c1ccccc1)NC(=O)c1ccccc1
(24) CCc1nc(SCC(=O)Nc2cc(OC)ccc2OC)c2c(C)c(C)sc2n1

entry no.	22	23	24
ELG1 genotoxic	1%	-4%	-6%
uPA surface inh	-3%	-13%	0%
p53 reactivation	6%	x	-7%
MBNL1-CUG inh	11%	4%	0%
BRCA1 expr up	3%	3%	-30%
NPC1 promoter act	-2%	-2%	-5%
FLuc counter	-3%	u	-2%
VP16 counter	5%	x	0%
RORgamma inh	13%	x	-29%
Rab9 prom act	2%	5%	-1%

(listing goes on)
(25) Cc1ccc(NC(=O)CCN2C(=O)C3CC=CCC3C2=O)cc1Cl (stereo not given)
(26) N#Cc1cc2c(nc1SCC(=O)Nc1sc3c(c1C#N)CCC3)CCC2
(27) Nn1c(SCC(=O)Nc2ccccc2Oc2ccccc2)nnc1C1CC1
(28) Cc1nc(SCC(=O)NCc2ccco2)nc(C)c1C
(29) O=C(COC(=O)c1ccccc1NC(=O)c1ccco1)NC1CCS(=O)(=O)C1 (stereo not given)
(30) CC(=C/c1ccc(C(C)C)cc1)/C=N/NC(=O)CSc1ccccn1

entry no.	25	26	27	28	29	30
ELG1 genotoxic	1%	13%	0%	-4%	0%	u
uPA surface inh	u	2%	1%	1%	-1%	-14%
p53 reactivation	4%	9%	-5%	-3%	-1%	u
MBNL1-CUG inh	x	-9%	x	-2%	-6%	x
BRCA1 expr up	0%	79%	0%	21%	-3%	u
NPC1 promoter act	-2%	u	-2%	1%	-2%	u
FLuc counter	-10%	2%	-2%	5%	2%	u
VP16 counter	x	u	x	-4%	4%	-11%
RORgamma inh	x	18%	x	7.1µM*	3%	-17%
Rab9 prom act	-1%	u	-4%	-2%	1%	2.8µM*

(31) C=CCOc1ccc(CNCc2cccnc2)cc1
(32) COCCn1c(COc2cccc(OC)c2)nnc1SCC(=O)NC1CCCCC1
(33) O=C(CN1C(=O)NC2(CCCCC2)C1=O)Nc1ccc2c(c1)CCC2
(34) N#Cc1ccccc1NC(=S)NC(=O)c1cccnc1
(35) O=S1(=O)N=C(N=Nc2c(O)[nH]c3ccccc23)c2ccccc21
(36) O=C(COC(=O)C12CC3CC(CC(Cl)(C3)C1)C2)N1CCCCC1

entry no.	31	32	33	34	35	36
ELG1 genotoxic	3%	3%	1%	3%	-4%	-4%
uPA surface inh	-1%	-2%	u	-1%	7%	-1%
p53 reactivation	x	-4%	-2%	x	2%	20%
MBNL1-CUG inh	4%	1%	-2%	-3%	u	x
BRCA1 expr up	35%	-20%	-13%	-33%	12%	35%
NPC1 promoter act	-4%	-1%	-8%	2%	-4%	x
FLuc counter	-2%	0%	0%	u	u	x
VP16 counter	-13%	-7%	-7%	x	7%	x
RORgamma inh	-2%	11%	39%	x	u	x
Rab9 prom act	-2%	-4%	-3%	-1%	1%	x

(37) CCc1ccc(-c2nc(SCC(=O)c3c(N)n(C4CC4)c(=O)[nH]c3=O)n[nH]2)cc1
(38) COCC(=O)Nc1cc(C(=O)OC)cc(C(=O)OC)c1
(39) COc1cc(NC(=O)c2cnn3c(C(F)F)cc(C4CC4)nc23)c(OC)cc1Cl
(40) COc1ccc(N[C@@H]2CCN3C(=O)c4ccccc4[C@@H]3C[C@H]2O)cc1
(41) COc1ccc(N2CCN(S(=O)(=O)CCNC(=O)/C=C/c3ccc4c(c3)OCO4)CC2)cc1
(42) CCSc1nc(C)nc2sc(C)c(C)c12

entry no.	37	38	39	40	41	42
ELG1 genotoxic	-1%	1%	1%	-1%	2%	0%
uPA surface inh	-27%	1%	-9%	-4%	5%	4%
p53 reactivation	u	-9%	3%	2%	0%	-2%
MBNL1-CUG inh	x	-3%	3%	x	x	0%
BRCA1 expr up	u	0%	-25%	11%	-35%	9%
NPC1 promoter act	14%	0%	-2%	x	-1%	-1%
FLuc counter	2.1µM*	1%	-1%	x	-12%	-3%
VP16 counter	x	0%	-3%	x	x	3%
RORgamma inh	x	-2%	-11%	x	x	-19%
Rab9 prom act	27%	3%	-4%	x	-19%	0%

Assay outcomes deposited in PubChem by National Center for Advancing Translational Sciences (NCATS).
